Source: PubChem BioAssay
RmlCD inh 1536 = M. tuberculosis RmlC/RmlD inhibition; P9WH09+P9WH11; RmlC+RmlD coupled enzyme assay, percent inhibition; primary screen in compound mixtures; inhibition, % at 3.6 µM; 160,000 compounds, 0.03% hits; in the data active = inhibition mostly above about 34%, no sharp cut-off; note: some results filed as inactive read as strong as hits
Target sequence (P9WH09 whole entry, looked up): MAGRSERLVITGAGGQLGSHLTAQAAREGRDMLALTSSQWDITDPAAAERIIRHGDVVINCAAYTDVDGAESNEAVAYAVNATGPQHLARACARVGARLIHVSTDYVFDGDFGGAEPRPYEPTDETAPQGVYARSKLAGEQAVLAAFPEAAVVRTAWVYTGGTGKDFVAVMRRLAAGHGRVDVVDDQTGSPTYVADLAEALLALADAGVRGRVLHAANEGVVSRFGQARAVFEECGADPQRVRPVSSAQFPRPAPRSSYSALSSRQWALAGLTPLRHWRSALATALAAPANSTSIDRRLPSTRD
Target sequence (P9WH11 whole entry, looked up): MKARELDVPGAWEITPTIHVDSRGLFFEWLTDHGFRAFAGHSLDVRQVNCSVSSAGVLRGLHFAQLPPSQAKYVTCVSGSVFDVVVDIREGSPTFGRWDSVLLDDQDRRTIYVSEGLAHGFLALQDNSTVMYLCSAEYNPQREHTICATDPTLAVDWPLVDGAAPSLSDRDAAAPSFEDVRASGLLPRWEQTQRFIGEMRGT
M. tuberculosis GlmU = inhibition of mycobacterial GlmU enzyme – biochemical, glucosamine-1-phosphate acetyltransferase (AID 1376). M. tuberculosis GlmU acetyltransferase enzyme assay; higher % means a stronger effect. inhibition, %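 (tested at 30 µM in the primary screen)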, or IC50 in µM where a hit was titrated. 220,000 compounds, 0.25% hits; in the data active = inhibition above about 13%;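 note: 0% = complete reaction with vehicle and 100% = reaction without substrate; strong numbers were not always called active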
* marks the source's active call; other numbers are inactive results; / = no result given; & = joins results of further samples. Not all compounds are listed; rates above refer to the full screens.

The line under a structure holds: RmlCD inh 1536	M. tuberculosis GlmU
1	Nn1c(=O)[nH]c2c([nH]c3ccccc32)c1=O
→ 8	-0.1%
2	CCn1c(=O)cc(OCC(=O)N2CCN(C(=O)c3ccco3)CC2)c2ccccc21
→ /	0.7%
3	O=C(NNc1c(Cl)cccc1Cl)C1CCC1
→ 3	8.8%
4	O=C(CSc1nnc2ccccn12)Nc1ccccc1C(=O)NC1CC1
→ 9	-0.1%
5	CCOC(=O)c1cccc(NC(=O)CCc2ccccc2)c1
→ 2	1.6%
6	CC1(C)c2[nH]c3ccccc3c2C[C@@H]2C(=O)N(c3ccc(F)cc3F)C(=O)N21
→ /	0.6%
7	Nn1c(SCC(=O)NCc2ccc3c(c2)OCO3)nnc1C1CC1
→ -6	-1.8%
8	CC(O)(CS(=O)(=O)Cc1ccc(Cl)cc1)C(=O)Nc1cccc(C(F)(F)F)c1 (centres undefined)
→ /	4.3%
9	CCCC(=O)c1ccc(N2CCOCC2)c(F)c1
→ -10	2.5%
10	Cc1ccc(CC2CC(=O)N(CC(=O)O)C2=O)cc1 (centres undefined)
→ /	-4.8%
11	CCn1c(SCC(=O)Nc2ccc(N3CCOCC3)c(Cl)c2)nnc1-c1ccc(N)cc1
→ -4	/
12	O=C(NC1CC2CCCC(C1)N2C(=S)NCCc1ccccc1)C1CC1 (centres undefined)
→ 0	3.5%
13	O=C(NCCNC(=O)c1ccc([N+](=O)[O-])cc1)c1ccncc1
→ 7	2.1%
14	Cc1nn(-c2ccccc2)c(Cl)c1C(=O)N(C)c1nc(-c2ccc(F)cc2)cs1
→ /	0.1%
15	CCc1sc(NC(=O)CN2CCOCC2)nc1-c1ccccc1
→ 5	0.1%
16	CC(=O)N[C@@H](C)C(=O)N1CCN(S(=O)(=O)c2ccc(Cl)cc2)CC1
→ -5	5.2%
17	CN(C)c1ncc(C(=O)O)cn1
→ /	3.8%
18	CCC(C)C(=O)Nc1cccc(SC)c1 (centres undefined)
→ 4	-6.4%
19	O=c1c2ccccc2nc(-c2ccccc2)n1-c1ccccc1
→ 14	-1.8%
20	OC(C#CCN1CCCC1)(c1ccccc1)c1cccnc1 (centres undefined)
→ /	0.6%

Record cards (already shown). Screens in order: RmlCD inh 1536	M. tuberculosis GlmU
Listed for `CCc1sc(NC(=O)CN2CCOCC2)nc1-c1ccccc1` → 5	0.1%
Listed for `O=C(NCCNC(=O)c1ccc([N+](=O)[O-])cc1)c1ccncc1` → 7	2.1%
Listed for `O=C(NC1CC2CCCC(C1)N2C(=S)NCCc1ccccc1)C1CC1` (centres undefined) → 0	3.5%
Listed for `Cc1nn(-c2ccccc2)c(Cl)c1C(=O)N(C)c1nc(-c2ccc(F)cc2)cs1` → /	0.1%
Listed for `CCn1c(SCC(=O)Nc2ccc(N3CCOCC3)c(Cl)c2)nnc1-c1ccc(N)cc1` → -4	/

(list continues)
The line under a structure holds: RmlCD inh 1536	M. tuberculosis GlmU
21	COc1cc2ncc(C(=O)c3ccccc3)c(N3CCN(Cc4ccccc4)CC3)c2cc1OC
→ -8	5.0%
22	O=C(CC1C(=O)NCCN1CC1CCCCC1)NCc1ccc(F)cc1 (centres undefined)
→ -11	-1.5%
23	CC(/C=C/C=C/c1ccccc1)=N/NC(=O)C(O)c1ccccc1 (centres undefined)
→ 60	5.6%
24	CCOc1cc(/C=N/NC(=O)C(=O)Nc2cc(Cl)ccc2C)ccc1O
→ -14	-0.3%
25	Cc1cc(NC(=O)NN2CCOCC2)nn1-c1c(Cl)cc(Cl)cc1Cl
→ 0	7.6%
26	Cc1ccc(S(=O)(=O)c2nc(C(C)(C)C)oc2N2CCOCC2)cc1
→ 8	-1.5%
27	CC(C)CNC(=O)COC(=O)c1cc(S(=O)(=O)N(C)C)ccc1N1CCCC1
→ -7	-2.6%
28	Cc1c(NC(=O)Nc2c(Cl)cccc2Cl)c(=O)n(-c2ccccc2)n1C
→ /	-2.5%
29	CNc1nc2sc3c(c2c(=O)n1C)CC(C)(C)SC3
→ 40	1.1%
30	CCCCCNC(=O)c1cccnc1SCC(=O)Nc1ccccc1OC
→ -11	2.3%
31	Cn1c(N)c(C(=O)COC(=O)CCC2CCCCC2)c(=O)n(C)c1=O
→ 6	-3.5%
32	O=C(NCC(c1ccco1)N1CCN(c2ccccc2F)CC1)OCc1ccccc1 (centres undefined)
→ 3	-3.3%
33	Cc1nc(C(=O)Nc2ccccc2)sc1C(=O)Nc1ccccc1
→ 8	-1.1%
34	CCc1c(C)nc2ncnn2c1N1CCC(C(=O)Nc2ccc(C)cc2)CC1
→ -4	2.9%
35	CN(C/C=C/c1ccccc1)C1CCCCC1
→ 4	-5.7%
36	O=C(COC(=O)/C=C/c1ccco1)Nc1cccc([N+](=O)[O-])c1
→ 0	-2.3%
37	Cc1cc(C)n(-c2ccc(C(=O)NC(C)C)cc2)n1
→ 9	-0.6%
38	CC(=O)N/C(=C\c1ccccc1)C(=O)NC(C)C(=O)O (centres undefined)
→ -1	-4.3%
39	CCOC(=O)c1cnc(SCc2nc(N)nc(Nc3ccccc3)n2)nc1N
→ /	-5.2%
40	Oc1ccc(F)cc1-c1cc(-c2ccc3c(c2)OCCO3)n[nH]1
→ -4	2.4%

Going on with the list.
The line under a structure holds: RmlCD inh 1536	M. tuberculosis GlmU
41	Cc1ccccc1Oc1nc2ccccn2c(=O)c1/C=C(\C#N)C(=O)Nc1c(C)n(C)n(-c2ccccc2)c1=O
→ -8	0.8%
42	CC1(OC(=O)C2CCCC2)C(=O)C=C2C=C(c3ccsc3)N(C(CO)CO)C=C2C1=O (centres undefined)
→ /	1.0%
43	Oc1ccccc1-c1nnc(-c2ccc(C(F)(F)F)cc2)o1
→ /	2.4%
44	O=C(N/N=C/c1cc2c(cc1Cl)OCO2)c1ccncc1
→ -5	6.6%
45	O=C(Cn1nnc(-c2ccccc2)n1)N/N=C/c1ccco1
→ -6	2.3%
46	COc1cccc(C2C3=C(CCCC3=O)Nc3nc(-c4cc(OC)c(OC)c(OC)c4)nn32)c1 (centres undefined)
→ -4	4.0%
47	S=C1NC2(CCCCC2)NC12CCCCC2
→ -2	1.8%
48	CCCCCCc1c(C)nc(-n2[nH]c(C)c(CCO)c2=O)[nH]c1=O
→ 10	2.3%
49	Cc1c(C(=O)O)sc(=S)n1CCOc1ccccc1
→ -5	-1.6%
50	Cc1noc(C)c1-c1nnc(-c2ccc(C(F)(F)F)cc2)o1
→ 8	-0.3%
51	CCOC(=O)c1sc(N2N=C(C)/C(=C\c3ccc(OCC(=O)OC)cc3)C2=O)nc1C
→ /	5.3%
52	O=C(CSc1nnc(Cn2c(=O)sc3ccccc32)n1-c1ccccc1)N1CCCCCC1
→ 3	-0.3%
53	CC1(C)CC(=O)C2=C(C1)NC(=O)CC2c1cccc(F)c1 (centres undefined)
→ -6	0.1%
54	COc1ccc(C2CC(c3cccs3)=NN2C(=S)Nc2ccccc2)cc1OC (centres undefined)
→ -2	1.5%
55	Cc1ccc(C(C)C)c(OCC(=O)N2CCOCC2)c1
→ -9	-3.1%
56	COc1ccc(N(C(C)C(=O)N/N=C(\C)C(C)(C)C)S(C)(=O)=O)cc1 (centres undefined)
→ -9	-0.2%
57	COc1cc([N+](=O)[O-])ccc1N/C=C/C(=O)c1cccs1
→ -12	-0.4%
58	O=C(CSc1nc2ccccc2n1CC(=O)N1CCCC1)Nc1ccc2c(c1)OCO2
→ 7	0.4%
59	Cc1ccc(-n2nc(C)c3c2NC2=C(C(=O)CC(C)(C)C2)C3c2ccccc2OCC(=O)O)cc1 (centres undefined)
→ -7	6.9%
60	COC(=O)C1CCN(C2=C(NS(=O)(=O)c3ccc(Cl)cc3)C(=O)c3ccccc3C2=O)CC1
→ 3	4.8%

Excerpt, compounds 41 to 42
The line under a structure holds: RmlCD inh 1536	M. tuberculosis GlmU
41	Cc1ccccc1Oc1nc2ccccn2c(=O)c1/C=C(\C#N)C(=O)Nc1c(C)n(C)n(-c2ccccc2)c1=O
→ -8	0.8%
42	CC1(OC(=O)C2CCCC2)C(=O)C=C2C=C(c3ccsc3)N(C(CO)CO)C=C2C1=O (centres undefined)
→ /	1.0%

Next section:
The line under a structure holds: RmlCD inh 1536	M. tuberculosis GlmU
61	CCOc1ccccc1C(=O)Nc1cc(C(=O)NCC(C)C)ccc1Cl
→ 12	-9.6%
62	CCN(CC)c1nc2ccccc2nc1C(C#N)C(=O)NCCCOC (centres undefined)
→ 6	-1.3%
63	O=C(/C=C/c1cccnc1)/C=C/c1cccnc1
→ /	-2.2%
64	Cc1cccc(NC(=S)N(CCN(C)C)Cc2cc3cccc(C)c3[nH]c2=O)c1
→ -11	-0.6%
65	CC(=O)N1CCOCCOCCN(C(C)=O)CCOCCOCC1
→ -9	1.2%
66	Cn1c(=O)[nH]c(=O)c2cc(C(=O)c3cc(F)ccc3O)cnc21
→ -16	3.4%
67	COc1cccc(Nc2nc3ccccc3n3nnnc23)c1
→ 50	0.6%
68	CC1=NN(c2ccc(C)cc2)C(=O)/C1=C\c1ccc(Br)s1
→ -4	-1.9%
69	O=C(Nc1nnc(CSCc2ccc(F)cc2)s1)c1ccc([N+](=O)[O-])cc1
→ -1	-4.2%
70	O=C(N/N=C/C1C(c2ccccc2)C1(Cl)Cl)c1cccc(Cl)c1 (centres undefined)
→ 9	-3.2%
71	O=C(COC(=O)c1ccc(Br)o1)Nc1nc2c(F)c(F)c(F)cc2s1
→ -7	4.3%
72	CC1(C)CC(=O)C=C(NCc2cccc(C(F)(F)F)c2)C1
→ /	4.3%
73	Cc1nnnn1CC(=O)Nc1cccc([N+](=O)[O-])c1
→ -10	-5.2%
74	Cc1ccc(OCCSc2nnc(-c3ccncc3)n2C)cc1
→ /	-2.1%
75	COC(=O)c1ccccc1NC(=O)c1ccc(COc2ccc(C)c(C)c2)o1
→ 5	-0.9%
76	CC1=CC(C)(C)C(C(=O)O)C(C(=O)O)C1 (centres undefined)
→ /	-4.4%
77	CCOc1cccc(CN2CCN(Cc3ccc(C)o3)C(CCO)C2)c1O (centres undefined)
→ /	2.1%
78	COc1ccc(S(=O)(=O)N2CCOC2CNC(=O)C(=O)NCc2cccnc2)cc1C (centres undefined)
→ 5	6.6%
79	O=C(Nc1cccnc1)c1cc(-c2ccc(Cl)cc2)on1
→ -7	-1.0%
80	Cc1cc(=O)n2nc(N3CCCC(C(=O)N4CCN(C)CC4)C3)sc2n1 (centres undefined)
→ -9	-4.0%

(continued)
The line under a structure holds: RmlCD inh 1536	M. tuberculosis GlmU
81	CC(C)(C)S(=O)(=O)c1cnc2c(S(=O)(=O)c3ccccc3)cnn2c1N
→ -4	1.2%
82	COc1ccc(C2CC(=O)C(C=NCCN3CCN(C(=S)Nc4ccccc4)CC3)=C(O)C2)cc1 (centres undefined)
→ -4	3.6%
83	O=C(COC(=O)c1ccccc1NS(=O)(=O)c1cccs1)NC1CCCCC1
→ -8	-1.2%
84	CSC1=NC2(CCCCC2)C2=C(CCCC2)N1
→ /	-1.4%
85	Cc1cc(Nc2cccc(Cl)c2)nc(NCc2ccccc2)n1
→ 8	2.4%
86	CCc1nc2ccccc2n1CC(=O)N1CCN(S(=O)(=O)c2cccc(C(F)(F)F)c2)CC1
→ -6	9.3%&3.4%
87	CC(=O)Nc1ccc(SCC(=O)N(CCC#N)c2ccc(C)cc2)cc1
→ 11	2.2%
88	O/N=C1\CCC2CN(C3CCCCC3)CC2C1 (centres undefined)
→ -3	1.8%
89	COc1cc(C)c(/C=C(\C#N)C(=O)Nc2cccc(C)c2)cc1C(C)C
→ 13	1.4%
90	CC1Cn2c(nnc2-c2cc3ccccc3cc2O)S1 (centres undefined)
→ -1	1.7%
91	COc1ccc(/C([O-])=C(/C(=S)Nc2ccc(C)c(C)c2)n2c[n+](C)c3ccccc32)cc1OC
→ 1	-2.6%
92	CCc1ccccc1S(=O)(=O)Cc1ccc(C(=O)NC(C)C)o1
→ /	-1.4%
93	CN1C(=O)C(=Cc2cc([N+](=O)[O-])ccc2N2CCCCC2)C(=O)N(C)C1=O
→ 2	-0.2%
94	Cc1ccc(NC(=O)NCCCN2CCOCC2)cc1
→ -5	0.0%
95	O=C(NC(=S)Nc1cccc(Cl)c1N1CCCCC1)c1ccc2c(c1)OCCO2
→ -15	1.8%
96	O=C(CSc1ccccc1C(=O)NCCCN1CCCC1=O)NCc1ccco1
→ -5	-1.2%
97	Cc1ccc(C(=O)CSc2nnc(-c3ccco3)o2)o1
→ 13	0.3%
98	CNCc1cc(Cl)cc(OC)c1OC(C)C
→ -10	2.5%
99	O=C(CCNC(=O)Cn1cnc2ccccc2c1=O)NCC1COc2ccccc2O1 (centres undefined)
→ 9	-2.1%
100	COc1ccc(C(=O)O)cc1S(=O)(=O)Nc1cccc(C)c1
→ 0	0.1%

Further compounds.
The line under a structure holds: RmlCD inh 1536	M. tuberculosis GlmU
101	Cc1cccc(NC(=O)c2c([N+](=O)[O-])c(C(C)(C)C)nn2C)c1
→ 13	2.4%
102	c1coc(CSCc2cn3cccnc3n2)c1
→ 12	8.2%
103	CC1(C)CC(=O)C2=C(C1)N(c1ccccc1)C(N)=C(C#N)C2c1ccsc1 (centres undefined)
→ /	-2.9%
104	O=C(N1CCOCC1)N(Cc1ccccc1)c1ccccn1
→ /	8.0%
105	CCN1CC2=C(OC(N)=C(C#N)C2c2cccs2)/C(=C\c2cccs2)C1 (centres undefined)
→ /	0.1%
106	COc1ccc(C2C(C#N)=C(N)OC3=C2C(=O)CC(C)C3)c(OC)c1OC (centres undefined)
→ 9	9.2%
107	COc1ccc(C)cc1N=Nc1ccc(O)c2ncccc12
→ 0	0.4%
108	Cc1sc2ncn(CC(=O)NCCCC(=O)N3CCN(Cc4ccc5c(c4)OCO5)CC3)c(=O)c2c1C
→ 6	1.0%
109	O=C1OCCC1Sc1ncnc2sc3c(c12)CCC3 (centres undefined)
→ -5	4.7%
110	CNCCOc1nc(N2CCOCC2)nc(C)c1[N+](=O)[O-]
→ -7	6.1%
111	CSc1nc(Cc2ccccc2)cc(=O)[nH]1
→ -7	2.4%
112	CCC1CCCCN1S(=O)(=O)c1ccc(C(=O)Nc2nnc(-c3ccccc3Cl)o2)cc1 (centres undefined)
→ /	-2.9%
